PolyA inh: yeast polyadenylation inhibition; AID 1875; 300,000 compounds, 0.02% hits; S. cerevisiae SKY197-pL101 polyadenylation reporter, beta-gal luminescence; efflux-impaired pdr1/pdr3 knockout yeast; score 100 = 6 SD above DMSO; calls only at 12 µM;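 active = lowest replicate activity score at least 50, where 100 means six control SD above control mean; inconclusive = lowest score under 50 but half or more replicates reach 50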;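 note: yeast exposed to compound for 9 h at 30 °C; higher score means more reporter readthrough which indicates perturbed polyadenylation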
AI-2 QS modul: modulators of Vibrio harveyi AI-2 quorum sensing system; Vibrio harveyi JMH597 AI-2 luminescence/OD600 ratio, 9 h; stronger effect = lower value; strain lacks LuxN and CqsS sensors; 0 = neutral-control median; activity change, % at 7.5 µM; 300,000 compounds, 0.4% hits; AID 2094; in the data active = activity change below about -75%, passing the limit was not always enough; inconclusive = no clear call, values can overlap the other calls;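 note: luminescence divided by OD600 gain over 9 h not by final OD600 alone; inactives centre near 13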
HDAC3 inh: human HDAC3 inhibition. 320,000 compounds, 0.15% hits. AID 2718. recombinant HDAC3, fluorogenic peptide/trypsin coupled, fluorescence. inhibition, % at 8.3 µM; in the data active = inhibition above about 26%, passing the limit was not always enough; inconclusive = no clear call, values can overlap the other calls
Target sequence (O15379 whole entry, looked up): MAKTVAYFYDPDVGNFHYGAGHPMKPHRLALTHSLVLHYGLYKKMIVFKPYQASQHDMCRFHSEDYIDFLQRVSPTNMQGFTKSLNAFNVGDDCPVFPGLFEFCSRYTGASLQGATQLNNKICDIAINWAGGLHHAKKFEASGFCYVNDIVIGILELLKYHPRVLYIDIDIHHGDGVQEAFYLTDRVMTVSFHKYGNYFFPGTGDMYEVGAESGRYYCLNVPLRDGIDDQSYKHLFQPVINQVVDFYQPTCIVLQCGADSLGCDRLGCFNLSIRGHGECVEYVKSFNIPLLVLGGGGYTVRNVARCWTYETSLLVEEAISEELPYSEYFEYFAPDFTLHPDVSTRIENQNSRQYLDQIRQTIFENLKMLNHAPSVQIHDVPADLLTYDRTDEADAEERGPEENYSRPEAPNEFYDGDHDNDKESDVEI
GSK3A inh: blocks human GSK-3 alpha kinase; inhibition, % at 10 µM; 320,000 compounds, 0.1% hits; ADP-Glo luminescence, 60 min;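 in the data active = inhibition above about 50%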;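 note: GST-tagged GSK-3 alpha with peptide substrate and 25 µM ATP; 0% = DMSO neutral wells and 100% = GW8510 positive control wells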
Target sequence (P49840 whole entry, looked up): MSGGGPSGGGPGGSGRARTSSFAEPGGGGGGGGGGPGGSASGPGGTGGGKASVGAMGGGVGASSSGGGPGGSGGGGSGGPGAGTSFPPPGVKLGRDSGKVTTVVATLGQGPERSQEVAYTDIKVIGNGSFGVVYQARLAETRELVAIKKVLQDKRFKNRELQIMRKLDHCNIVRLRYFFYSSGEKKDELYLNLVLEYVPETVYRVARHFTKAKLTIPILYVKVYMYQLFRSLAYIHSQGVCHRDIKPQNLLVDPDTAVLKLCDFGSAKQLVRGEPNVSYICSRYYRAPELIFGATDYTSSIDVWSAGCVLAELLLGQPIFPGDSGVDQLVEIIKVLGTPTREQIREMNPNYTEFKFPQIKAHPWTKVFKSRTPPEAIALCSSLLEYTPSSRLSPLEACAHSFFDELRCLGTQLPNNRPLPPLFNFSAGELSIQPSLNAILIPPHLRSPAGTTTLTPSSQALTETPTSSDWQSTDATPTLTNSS
HSP90 inh: inhibitors of HSP90 luciferase refolding in rabbit reticulocyte lysate; luciferase refolding luminescence, 3 h; inhibition, % at 5.6 µM; 290,000 compounds, 0.91% hits; AID 1789;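 active = inhibition above the screen-wide mean plus 3 SD, computed separately per campaign, cut at about 16% in these data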;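 note: 0% = DMSO wells and 100% = 60 µM geldanamycin wells; inhibitors lower the luminescence because luciferase stays unfolded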
HSF-1 act: increases HSF-1 driven luciferase reporter signal; AID 504408; NIH3T3-HGL HSF-1 luciferase reporter, MG132, 8 h; 100% = twice DMSO control signal; 300,000 compounds, 1.7% hits; activation, % at 9 µM;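 active = mean replicate activation of at least 50% with a set share of replicates each reaching 50%; inconclusive = only one of those two conditions met; inactive = mean below 50% and too few replicates reaching it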;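 note: 0% = median of the neutral control wells and 100% = twice that signal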
Platelet DG rel: modulates dense granule release in human platelets. human platelet-rich plasma, SFLLRN dense granule ATP release, luminescence. inhibition, %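 (compounds screened at 7.5 µM in platelet-rich plasma)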. 300,000 compounds, 0.22% hits. AID 1663;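 active = mean replicate score, as percent of positive control, at or above 50; inconclusive = mean below 50 but at least one replicate at or above 50; inactive = mean and every replicate below 50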
HSF1 inh: HSF1 inhibition; NIH3T3-HGL HSE-luciferase, MG132-induced, luminescence 8 h; stronger effect = lower value; activity change, negative = inhibition, % at 7.5 µM (by protocol); 300,000 compounds, 0.77% hits; AID 2098;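 active = more than half of replicate wells show activity change below -50%, luminescence cut by over half; inconclusive = some wells, but at most half, below -50%; inactive = no replicate well below -50%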;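 note: luciferase reports HSF-1 transcriptional activity via heat shock element; 0% = median of DMSO wells and -100% = zero luminescence signal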
GSK3beta inhib: inhibitors of human GSK3beta kinase; P49841; GST-GSK3beta kinase, ADP-Glo luminescence, 60 min; stronger effect = lower value; activity score (negative = inhibition), % at 10 µM; 300,000 compounds, 0.038% hits; AID 2097;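 active = more than half of replicate wells score below -50%, meaning over 50% inhibition versus plate controls; inconclusive = some replicates but at most half score below -50%; inactive = no replicate scores below -50%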;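 note: 0% = median DMSO wells and -100% = median GW8510 positive control wells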
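Assay system: GST-tagged human GSK3beta kinase, cell-free; Input: 1.6 ng GSK3beta; Medium: Tris/MgCl2 kinase buffer; Timing: 60 min enzyme reaction, room temperature; Signal: ADP-Glo luminescence quantifying ADP generated by kinase; Evaluation: score relative to plate controls; Benchmarks: DMSO neutral wells and GW8510 at 20 µM as positive.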
Dyrk1A ADPGlo: blocks rat Dyrk1A kinase activity. inhibition, % at 12.5 µM. 310,000 compounds, 0.43% hits. ADP-Glo luminescence, NFATc1 peptide; in the data active = inhibition above about 50%;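 note: plate controls were vehicle with enzyme for no effect and no enzyme for full effect; many of its hits are not listed in these tables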
Starred values were filed as active, the others as inactive. Not all compounds are listed; the hit share may differ from the screen's.

Results for O=C(COc1ccccc1[N+](=O)[O-])OC1CCS(=O)(=O)C1 (stereo not given) ?
PolyA inh: inactive; AI-2 QS modul: 29; HDAC3 inh: -8; GSK3A inh: 3; HSP90 inh: -2; HSF-1 act: 3; Platelet DG rel: 1; HSF1 inh: -4; GSK3beta inhib: -1; Dyrk1A ADPGlo: -4

What do the screens show for `O=C(Nc1cccc(S(=O)(=O)NC2=NCCC2)c1)C1CCC1`?
PolyA inh: inactive; AI-2 QS modul: 20; HDAC3 inh: -11; GSK3A inh: 1; HSP90 inh: 5; HSF-1 act: 0; Platelet DG rel: -5; HSF1 inh: 6; GSK3beta inhib: 1; Dyrk1A ADPGlo: -2

Results for CC(C)NS(=O)(=O)c1ccc(OCC(=O)N2CCc3ccccc3C2)cc1 ?
PolyA inh: inactive; AI-2 QS modul: 21; HDAC3 inh: 3; GSK3A inh: 1; HSP90 inh: 0; HSF-1 act: 2; Platelet DG rel: 13; HSF1 inh: 1; GSK3beta inhib: 1; Dyrk1A ADPGlo: 0

How did CCOC(=O)C1CCN(S(=O)(=O)c2ccc3[nH]c(=O)c(=O)[nH]c3c2)CC1 do in these assays?
PolyA inh: inactive; AI-2 QS modul: 4; HDAC3 inh: 7; GSK3A inh: -1; HSP90 inh: 0; HSF-1 act: 3; Platelet DG rel: -1; HSF1 inh: -3; GSK3beta inhib: -3; Dyrk1A ADPGlo: -1

How did NC(=NC(=O)c1ccc(OCC(F)(F)F)nc1)c1ccccc1 do in these assays?
PolyA inh: inactive; AI-2 QS modul: -8; HDAC3 inh: 10; GSK3A inh: -1; HSP90 inh: 0; HSF-1 act: 11; Platelet DG rel: 8; HSF1 inh: -4; GSK3beta inhib: -2; Dyrk1A ADPGlo: 3

How did CSc1ccc(S(=O)(=O)NCC(=O)OCCOc2ccccc2)cc1[N+](=O)[O-] do in these assays?
PolyA inh: inactive; HDAC3 inh: 8; GSK3A inh: 4; HSF-1 act: -4; Platelet DG rel: -1; HSF1 inh: -1; Dyrk1A ADPGlo: 3

Results for Cc1ccc(/C=C2\Oc3c(ccc(O)c3CN3CCN(C)CC3)C2=O)cc1 ?
PolyA inh: inactive; AI-2 QS modul: 13; HDAC3 inh: 4; GSK3A inh: 15; HSP90 inh: 1; HSF-1 act: 40; Platelet DG rel: -2; HSF1 inh: 11; GSK3beta inhib: -1; Dyrk1A ADPGlo: 2

Results for O=C(Nc1ccc(S(=O)(=O)N2CCCCCC2)cc1)c1ccco1 ?
PolyA inh: inactive; AI-2 QS modul: -53; HDAC3 inh: -8; GSK3A inh: -1; HSP90 inh: -5; HSF-1 act: 28; Platelet DG rel: 0; HSF1 inh: 12; GSK3beta inhib: -2; Dyrk1A ADPGlo: -4

What do the screens show for `O=C1CCC(=O)N1CCC(c1ccc(F)cc1)c1ccco1` (stereo not given)?
PolyA inh: inactive; AI-2 QS modul: 22; HDAC3 inh: -5; GSK3A inh: -2; HSP90 inh: -1; HSF-1 act: -2; Platelet DG rel: -6; HSF1 inh: 6; GSK3beta inhib: 0; Dyrk1A ADPGlo: -2

What do the screens show for `CC(C)(C)c1csc(NC(=O)Cn2cnc3ccccc3c2=O)n1`?
PolyA inh: inactive; AI-2 QS modul: -95*; HDAC3 inh: -8; GSK3A inh: -4; HSP90 inh: 0; HSF-1 act: 3; Platelet DG rel: -8; HSF1 inh: -4; GSK3beta inhib: -3; Dyrk1A ADPGlo: 3

Results for Cc1nc2c(-c3ccc(F)cc3)cnn2c(N)c1-c1ccc(F)cc1 ?
PolyA inh: inactive; AI-2 QS modul: 7; HDAC3 inh: -6; GSK3A inh: 4; HSP90 inh: 47*; HSF-1 act: -62; Platelet DG rel: 4; HSF1 inh: -56*; GSK3beta inhib: -2; Dyrk1A ADPGlo: 1

What do the screens show for `COc1cccc(C2C(C(=O)NCc3ccccc3)=C(C)Nc3ncnn32)c1` (stereo not given)?
PolyA inh: inactive; AI-2 QS modul: 25; HDAC3 inh: -3; GSK3A inh: 2; HSP90 inh: -6; HSF-1 act: 0; Platelet DG rel: 2; HSF1 inh: -7; GSK3beta inhib: -1; Dyrk1A ADPGlo: 48

How did CCOC(=O)c1ccc2[nH]cc(C(C)=O)c(=O)c2c1 do in these assays?
PolyA inh: inactive; AI-2 QS modul: 37; HDAC3 inh: -1; GSK3A inh: 2; HSP90 inh: 3; HSF-1 act: -54; Platelet DG rel: 2; HSF1 inh: -42; GSK3beta inhib: 2; Dyrk1A ADPGlo: 0

Results for CCCn1nc(NS(=O)(=O)c2ccc(F)cc2)c2cc3ccccc3nc21 ?
PolyA inh: inactive; AI-2 QS modul: 28; HDAC3 inh: 1; GSK3A inh: 6; HSP90 inh: -2; HSF-1 act: 5; Platelet DG rel: inconclusive; HSF1 inh: 1; GSK3beta inhib: -1; Dyrk1A ADPGlo: -2

Results for COc1ccc(/C(O)=C2/C(=O)C(=O)N(CCCN3CCOCC3)C2c2ccc(C)cc2)cc1 (stereo not given) ?
PolyA inh: inactive; AI-2 QS modul: -2; HDAC3 inh: 1; GSK3A inh: -1; HSP90 inh: -1; HSF-1 act: -8; Platelet DG rel: -6; HSF1 inh: 2; GSK3beta inhib: 2; Dyrk1A ADPGlo: -2

What do the screens show for `O=S1(=O)N=C(Nc2ccc(O)c(CN3CCCCC3)c2)c2ccccc21`?
PolyA inh: inactive; AI-2 QS modul: 9; HDAC3 inh: -1; GSK3A inh: 0; HSP90 inh: -2; HSF-1 act: 13; Platelet DG rel: -10; HSF1 inh: 1; GSK3beta inhib: -1; Dyrk1A ADPGlo: -6

Results for COc1ccc(CNC(=O)c2cc(-c3ccccc3OC)on2)cc1 ?
PolyA inh: inactive; AI-2 QS modul: 17; HDAC3 inh: 4; GSK3A inh: -4; HSP90 inh: 0; HSF-1 act: 14; Platelet DG rel: -13; HSF1 inh: -8; GSK3beta inhib: -1; Dyrk1A ADPGlo: -2

What do the screens show for `Cn1cc(S(=O)(=O)N2CCCC(C(=O)O)C2)cn1` (stereo not given)?
PolyA inh: inactive; AI-2 QS modul: 13; HDAC3 inh: 12; GSK3A inh: 5; HSP90 inh: 1; HSF-1 act: -12; Platelet DG rel: 0; HSF1 inh: -2; GSK3beta inhib: 2; Dyrk1A ADPGlo: 2

Results for CCC(C)(C)NC(=O)CN(Cc1ccc2c(c1)OCO2)C(=O)CCC(=O)Nc1nccs1 ?
PolyA inh: inactive; AI-2 QS modul: 25; HDAC3 inh: 7; GSK3A inh: 6; HSP90 inh: -2; HSF-1 act: -1; Platelet DG rel: -8; HSF1 inh: -1; GSK3beta inhib: 0; Dyrk1A ADPGlo: -4

What do the screens show for `COc1ccc(C(=O)C(OC(=O)c2ccccc2)c2ccccc2)cc1` (stereo not given)?
PolyA inh: inactive; AI-2 QS modul: 35; HDAC3 inh: -2; GSK3A inh: 3; HSP90 inh: 1; HSF-1 act: 13; Platelet DG rel: 0; HSF1 inh: 29; GSK3beta inhib: -2; Dyrk1A ADPGlo: -3

How did Cc1ccc([N+](=O)[O-])c2c1C(N1CCCCC1)C(C)(C)O2 (stereo not given) do in these assays?
PolyA inh: inactive; AI-2 QS modul: 14; HDAC3 inh: -2; GSK3A inh: -2; HSP90 inh: 0; HSF-1 act: 0; Platelet DG rel: 8; HSF1 inh: 2; GSK3beta inhib: 4; Dyrk1A ADPGlo: 2

Results for Cc1ccc(O)c(C(CC(=O)NC2CCCCC2)c2ccccc2)c1 (stereo not given) ?
PolyA inh: inactive; AI-2 QS modul: -2; HDAC3 inh: 5; GSK3A inh: 0; HSP90 inh: 3; HSF-1 act: 25; Platelet DG rel: -3; HSF1 inh: 11; GSK3beta inhib: 3; Dyrk1A ADPGlo: -3

How did CC1(C)CC(=O)C2=C(C1)N(c1ccc(F)cc1)C(=O)NC2(C(F)(F)F)C(F)(F)F do in these assays?
PolyA inh: inactive; AI-2 QS modul: 8; HDAC3 inh: 2; HSP90 inh: -1; HSF-1 act: 0; Platelet DG rel: -9; HSF1 inh: 0; GSK3beta inhib: -2; Dyrk1A ADPGlo: -5

What do the screens show for `CC1CC1C(=O)Nc1nc(-c2ccccn2)cs1` (stereo not given)?
PolyA inh: inactive; AI-2 QS modul: 30; HDAC3 inh: -2; GSK3A inh: -2; HSP90 inh: -6; HSF-1 act: 12; Platelet DG rel: -4; HSF1 inh: 5; GSK3beta inhib: -1; Dyrk1A ADPGlo: 6

How did CCc1noc(C)c1C(=O)Nc1sc(C(=O)N(C)C)c(C)c1C#N do in these assays?
AI-2 QS modul: 27; HDAC3 inh: 2; GSK3A inh: 1; HSP90 inh: -3; HSF-1 act: -10; Platelet DG rel: 3; HSF1 inh: 0; GSK3beta inhib: -2; Dyrk1A ADPGlo: 0

What do the screens show for `CCCNS(=O)(=O)c1ccc(CCC(=O)NCc2ccco2)cc1`?
PolyA inh: inactive; AI-2 QS modul: 2; HDAC3 inh: 1; GSK3A inh: -1; HSP90 inh: 0; HSF-1 act: 10; Platelet DG rel: 1; HSF1 inh: -10; GSK3beta inhib: 2; Dyrk1A ADPGlo: 1

Results for O=c1[nH]c(=O)n(CCO)c2nnn(Cc3ccccc3)c12 ?
PolyA inh: inactive; HDAC3 inh: 0; GSK3A inh: 4; HSP90 inh: -2; HSF-1 act: -10; Platelet DG rel: -3; HSF1 inh: -6

How did CCCOc1ccc(NC(=O)CC2C(=O)N(C)C(=S)N2Cc2cccs2)cc1 (stereo not given) do in these assays?
PolyA inh: inactive; AI-2 QS modul: 0; HDAC3 inh: 8; GSK3A inh: -2; HSP90 inh: 3; HSF-1 act: -8; Platelet DG rel: -6; HSF1 inh: 3; GSK3beta inhib: -1; Dyrk1A ADPGlo: -2

Results for Cn1ncc2c(O/N=C(\N)c3ccc(C(C)(C)C)cc3)ncnc21 ?
PolyA inh: inactive; AI-2 QS modul: 13; HDAC3 inh: 11; GSK3A inh: 1; HSP90 inh: 2; HSF-1 act: -93; Platelet DG rel: 5; HSF1 inh: -92*; GSK3beta inhib: 1; Dyrk1A ADPGlo: 10

How did Cc1cc(NC(=O)COc2ccc(Cl)cc2Cl)n(CCC#N)n1 do in these assays?
PolyA inh: inactive; AI-2 QS modul: 6; HDAC3 inh: 2; GSK3A inh: 0; HSP90 inh: -1; HSF-1 act: 47; Platelet DG rel: 10; HSF1 inh: 24; GSK3beta inhib: 2; Dyrk1A ADPGlo: 5

How did Cc1cccc(Nc2nc3c(c(=O)n(C)c(=O)n3C)n2CC(O)CO)c1 (stereo not given) do in these assays?
PolyA inh: inactive; AI-2 QS modul: -1; HDAC3 inh: 4; GSK3A inh: 4; HSP90 inh: -1; HSF-1 act: -6; Platelet DG rel: 7; HSF1 inh: -4; GSK3beta inhib: -7; Dyrk1A ADPGlo: 9

Bioassay records deposited in PubChem by several laboratories.
